GAA glycogen mod: alters human alpha-glucosidase cleavage of glycogen | recombinant GAA, glycogen substrate, Amplex Red glucose oxidase fluorescence | Potency, µM (doses to about 76.4 µM), inactives show at the highest dose activity change, negative = inhibition, hits mostly inhibitors | 300,000 tested, 0.38% active;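 note: 0% = full enzyme reaction and -100% = no-enzyme basal signal; the screen sought inhibitors and activators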
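qHTS, 1536-well; enzyme 4 nM final; cpd up to 77 uM; substrate bovine liver glycogen 30 ug; 50 mM citrate/phosphate pH 5.0, 0.01% Tween-20; 37 C, 40 min; Amplex Red detection 45 min RT; Hill fit → AC50.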
ALDH1A1 inh: blocks purified human ALDH1A1 activity | Potency, µM (top dose mostly 75.3 µM), for the others: at the top dose activity, negative = inhibition, actives largely listed as inhibitors | P00352 | 220,000 tested, 7.3% active | Purified ALDH1A1, NADH fluorescence, propionaldehyde substrate | AID 1030; active = well fitted inhibition curve with a large enough effect, not every such curve was filed as active; inconclusive = small, poorly fitted or top-dose-only effect, or another doubt; inactive = no such curve, though single readings can be large or run the other way;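 note: plate controls were no enzyme wells and a reference inhibitor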
aGal spleen mod: inhibitors or activators of human alpha-galactosidase in spleen homogenate | 240,000 tested, 0.008% active | Potency, µM (highest dose often 80 µM), inactives show at the highest dose activity change, negative = inhibition, hits mostly inhibitors | P06280 | human spleen homogenate, 4MU-alpha-Gal fluorescence, 40 min;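 note: 0% = enzyme with vehicle and -100% = no enzyme basal signal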
Target sequence (P06280 32-429 limits assumed): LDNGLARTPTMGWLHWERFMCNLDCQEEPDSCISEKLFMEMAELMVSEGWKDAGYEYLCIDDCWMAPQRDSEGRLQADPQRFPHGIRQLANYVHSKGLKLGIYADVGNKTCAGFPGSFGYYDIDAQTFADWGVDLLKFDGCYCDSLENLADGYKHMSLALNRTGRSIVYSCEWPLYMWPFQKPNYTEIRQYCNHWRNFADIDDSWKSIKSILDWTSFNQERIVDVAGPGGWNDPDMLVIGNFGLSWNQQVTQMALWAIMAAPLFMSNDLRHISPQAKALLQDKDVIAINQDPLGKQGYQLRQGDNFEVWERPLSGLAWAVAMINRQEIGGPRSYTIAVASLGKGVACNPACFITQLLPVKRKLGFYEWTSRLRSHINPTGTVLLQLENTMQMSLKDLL
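Spleen homogenate 1 ug + cpd (titration) + 4-MU-alpha-D-galactopyranoside 1 mM; 37C 40 min; 50 mM citrate/phosphate pH 5.0, 0.01% Tween-20; stop pH 10; fluorescence 365/440; AC50 via Hill.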
aGlu spleen mod: inhibits or activates alpha-glucosidase in human spleen homogenate; AID 2112; Potency, µM (top dose mostly 79.9 µM), for the others: at the top dose activity change, negative = inhibition, most hits filed as inhibitors; human spleen homogenate, 4-MU-alpha-glucoside fluorescence; 240,000 tested, 0.006% active; P10253;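 note: 0% = enzyme with vehicle and -100% = no enzyme basal signal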
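AC50 values come from Hill-equation fits of concentration-response data, normalized to no-enzyme and full-activity controls. Enzyme source: 1 ug human spleen homogenate; 1 mM fluorogenic 4-MU glucoside, pH 5.0 citrate buffer, 37 C, 40 min.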
Tau fluor cs: counter-screen for tau fibril formation inhibitors. tau K18 P301L (four-repeat tau fragment) Alexa594 fluorescence, heparin fibrillization. Potency, µM (series often up to 57.7 µM), without a hit: at the top dose activity change, negative = decrease. 280,000 tested, 0.93% active. AID 1463; note: % is set by controls: 0 for no effect and ±100 for the full control effect; nearly all actives have a fitted effect of over 55% in size
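Human K18 P301L tau (15 uM unlabeled plus 0.24 uM Alexa 594-labeled, final) in 100 mM sodium acetate pH 7 was mixed with compound and 20 uM heparin and incubated 6 hr at 37 C.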
Epigenetic derep: epigenetic control regulation, reporter derepression; murine LDR cells, GFP reporter derepression, 30 h; Potency, µM (doses to about 53.9 µM), for the others: at the highest dose GFP activation, most hits filed as activators; 280,000 tested, 0.2% active; AID 1865; note: % of control where 0% means no effect; nearly all actives have a fitted effect of over 60% in size
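Readout is the number of GFP-expressing murine LDR cells, counted by cytometry following washing. Cells were treated with compound for 30 h at 37 C; the stably integrated CMV-GFP locus is normally silent.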
GAA inh: inhibitors of human lysosomal alpha-glucosidase; Potency, µM (doses to about 76.9 µM), for inactives: at the highest dose activity change, negative = inhibition, hits mostly inhibitors; 200,000 tested, 0.005% active; P10253; purified human GAA, 4-MU-alpha-glucoside fluorescence;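 note: plate controls were uninhibited enzyme wells for no effect and no-enzyme background for full effect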
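Human alpha-glucosidase, 4 nM, pre-mixed with test compounds before 400 uM 4-methylumbelliferyl substrate; 20 min room temperature at pH 5.0. Fluorescence read after pH 10 stop; AC50 values from Hill-equation fits.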
NPSR antagonist: neuropeptide S receptor (human) antagonism, cAMP; Q6W5P4; CHO-NPSR cells, cAMP TR-FRET, antagonist mode; Potency, µM (series often up to 38.3 µM), for inactives: at the highest dose activity change, negative = inhibition, most hits filed as inhibitors; 220,000 tested, 1% active; AID 1461; note: % is set by controls: 0 for no effect and ±100 for the full control effect; nearly all actives have a fitted effect of over 50% in size; many of its hits are not listed in these tables
Target sequence (Q6W5P4 whole entry, looked up): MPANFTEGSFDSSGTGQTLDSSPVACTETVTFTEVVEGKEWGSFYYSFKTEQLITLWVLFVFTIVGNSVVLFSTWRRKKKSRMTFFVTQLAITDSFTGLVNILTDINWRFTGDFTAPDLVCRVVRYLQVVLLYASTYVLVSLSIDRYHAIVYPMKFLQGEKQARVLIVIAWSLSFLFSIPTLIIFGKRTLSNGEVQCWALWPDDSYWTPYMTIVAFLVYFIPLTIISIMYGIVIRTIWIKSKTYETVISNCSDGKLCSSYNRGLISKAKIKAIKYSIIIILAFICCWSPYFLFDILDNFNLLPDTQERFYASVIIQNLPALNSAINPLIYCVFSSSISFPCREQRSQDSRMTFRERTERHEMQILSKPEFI
Numbers without * were called inactive; ? = inconclusive; . = no result given; [ ] = dose if it differs, or a comment. Unless noted, calls come from the whole dose curve; as a rule, active = well fitted curve in the direction sought with a large enough effect; inconclusive = small, poorly fitted or top-dose-only effect, or another doubt; inactive = no such curve, though single readings can be large; an effect the other way counts as inactive or inconclusive. Potency is the fitted concentration of half-maximal effect.

The line under a structure holds: aGlu spleen mod	GAA glycogen mod	Tau fluor cs	ALDH1A1 inh	Epigenetic derep	aGal spleen mod	NPSR antagonist	GAA inh
(1) O=C(CC1NC(=S)NC1=O)c1ccc(Cl)cc1 (stereo unspecified)
  0.9%	-0.8%	0.6%[0.0958 µM]	.	0.7%	9.4%	2.4%	.
(2) COc1ccc(NC(=O)COC(C)=O)cc1Cl
  5.3%	-0.9%	-17.5%	6.8%	1.1%	1.3%	13.7%	-8.3%
(3) Cn1c(OCc2cccnc2)nc2c1c(=O)n(Cc1ccccc1)c(=O)n2C
  3.0%	-8.7%	-1.5%	-8.0%	-12.7%	-0.5%	-16.8%[46.1 µM]	-4.0%
(4) Nc1c(-c2ccccc2)cnn1-c1ccc(C(=O)O)cc1
  2.7%	2.4%	-7.3%	-5.6%	-0.3%	-0.3%	-7.3%[46.1 µM]	1.2%
(5) NC(=S)NNC(=O)/C(=C/c1ccc(Br)cc1)NC(=O)c1ccccc1
  -2.0%	-8.7%	-7.7%	-12.6%	-0.2%	10.5%	5.6%	4.8%
(6) O=C(C1CC1)N1CCN=C1SCc1ccccc1
  -0.6%	-6.9%	1.3%	-2.6%	-0.8%	-1.3%	-7.8%[46.1 µM]	-6.0%
(7) CN(C)c1ccc(C(=O)NCc2ccc3c(c2)CCO3)cc1
  -1.0%	0.5%	-14.6%	.	3.0%	2.0%	-1.1%	.
(8) CS(=O)(=O)Nc1nc2n(n1)C(c1ccccc1)CC(c1ccccc1)N2 (stereo unspecified)
  4.4%	5.2%	-6.7%[0.0958 µM]	.	-3.1%	-3.5%	-0.3%	.
(9) CC(C)CC(NC(N)=O)C(=O)NCCc1ccc(Cl)cc1 (stereo unspecified)
  -1.2%	5.7%	-1.2%	0.5%	2.6%	-1.2%	-6.9%	-0.5%
(10) O=C(O)Cc1cccc(OCCCN(Cc2cccc(C(F)(F)F)c2Cl)CC(c2ccccc2)c2ccccc2)c1
  -5.9%	.	-7.4%	?	3.0%	-5.7%	.	.

Among those listed so far, these have a Cl atom:
The line under a structure holds: aGlu spleen mod	GAA glycogen mod	Tau fluor cs	ALDH1A1 inh	Epigenetic derep	aGal spleen mod	NPSR antagonist	GAA inh
(1) O=C(CC1NC(=S)NC1=O)c1ccc(Cl)cc1 (stereo unspecified)
  0.9%	-0.8%	0.6%[0.0958 µM]	.	0.7%	9.4%	2.4%	.
(2) COc1ccc(NC(=O)COC(C)=O)cc1Cl
  5.3%	-0.9%	-17.5%	6.8%	1.1%	1.3%	13.7%	-8.3%
(9) CC(C)CC(NC(N)=O)C(=O)NCCc1ccc(Cl)cc1 (stereo unspecified)
  -1.2%	5.7%	-1.2%	0.5%	2.6%	-1.2%	-6.9%	-0.5%
(10) O=C(O)Cc1cccc(OCCCN(Cc2cccc(C(F)(F)F)c2Cl)CC(c2ccccc2)c2ccccc2)c1
  -5.9%	.	-7.4%	?	3.0%	-5.7%	.	.

Other records
The line under a structure holds: aGlu spleen mod	GAA glycogen mod	Tau fluor cs	ALDH1A1 inh	Epigenetic derep	aGal spleen mod	NPSR antagonist	GAA inh
(11) CCN(Cc1ccccc1)C(c1cc2cc(C)cc(C)c2[nH]c1=O)c1nnnn1CCOC (stereo unspecified)
  -2.0%	4.9%	-7.9%	?	-4.3%	1.1%	-15.8%[46.1 µM]	-6.6%
(12) CCOC(=O)c1[nH]c(C)c(C(=O)Nc2ccc3c(c2)CCC3)c1C
  -3.2%	9.7%	-0.8%	7.8%	1.5%	0.6%	-14.4%[46.1 µM]	-5.6%
(13) C=CCn1c(SCc2ccc(Cl)c(Cl)c2)nnc1C(CO)NC(=O)c1ccc(OC)cc1 (stereo unspecified)
  -4.1%	7.4%	1.6%	15.1%	2.1%	-14.5%	3.9%	0.5%
(14) Cc1ccc(SCCC(=O)N/N=C/c2ccncc2)cc1
  1.2%	-2.0%	-5.2%	?	-3.1%	-0.9%	22.3%	-4.0%
(15) Cc1ccc2c(Cl)cc(Cl)c(OCC(=O)Nc3ccc(C)c(S(=O)(=O)N(C)C)c3)c2n1
  -5.2%	-4.5%	-9.1%	?	0.0%	-1.5%	-18.7%	-3.1%
(16) Cc1ccc(NC(=O)C2CCCN(S(=O)(=O)c3cnc[nH]3)C2)c(Br)c1 (stereo unspecified)
  -5.1%	1.7%	5.4%	17.8%	-0.8%	-0.4%	8.1%[46.1 µM]	1.6%
(17) CCCCNC(=O)Nc1cc(C(=O)OC)ccc1Cl
  0.2%	3.3%	-7.8%	7.9%	2.8%	2.8%	-14.4%[46.1 µM]	-4.5%
(18) CN(C)c1nc(N(C)C)nc(N2CC(=O)N(c3ccccc3)C2=N)n1
  .	-4.2%	2.0%	1.41µM*	-4.0%	-3.5%	-24.6%	-2.9%
(19) Cc1ccc(C2OC3=C(C(=O)CC(C)(C)C3)C(N)=C2C#N)o1 (stereo unspecified)
  10.7%	-14.6%	-3.1%	?	-0.2%	11.2%	-4.2%	-4.6%
(20) COc1ccc(C)cc1S(=O)(=O)N1CCN(c2cccc(C(F)(F)F)c2)CC1
  -3.4%	-11.0%	-19.3%	-0.9%	-1.0%	6.4%	-9.4%[46.1 µM]	-8.7%
(21) O=C(OCC#CCSc1nnc(-c2ccccc2)o1)c1cc2ccccc2o1
  5.2%	3.6%	-29.7%	3.9%	0.1%	-0.1%	-8.1%[46.1 µM]	-5.0%
(22) N#Cc1nc(-c2ccc(F)cc2)oc1N1CCCC1
  -3.3%	1.8%	-7.1%	?	2.0%	0.9%	?	-21.1%
(23) CCOC(=O)C1=NN(c2ccccc2)C(c2ccccc2)CC1=O (stereo unspecified)
  -22.0%	8.6%	-1.7%	6.2%	-2.0%	-17.3%	-23.2%[46.1 µM]	-13.6%
(24) O=C(NC1=NCCS1)c1ccccc1OCc1ccc(F)cc1
  -5.2%	6.5%	4.2%	18.2%	1.3%	6.6%	7.9%	-6.0%
(25) CCOc1ccc(N(C(C)=O)C2C=CS(=O)(=O)C2)cc1 (stereo unspecified)
  3.1%	-2.4%	5.8%	7.3%	0.0%	5.2%	-3.1%[46.1 µM]	-13.8%
(26) CCOc1ccc(NS(=O)(=O)c2ccc(OCC(=O)N3CCCC3)cc2)cc1
  -2.0%	6.5%	6.5%	1.7%	1.2%	-2.5%	-0.8%[46.1 µM]	-13.2%
(27) CC(C)=CCN1CCN(Cc2cnc(N3CCCC3)s2)CC1CCO (stereo unspecified)
  -1.6%	5.1%	2.8%	13.0%	-1.1%	6.4%	-8.5%	-11.4%
(28) CCOc1ccc(C2c3c(oc4cc(C)c(C)cc4c3=O)C(=O)N2CCCN2CCOCC2)cc1 (stereo unspecified)
  -8.4%	-9.5%	-11.0%	7.94µM*	-3.3%	-6.4%	-13.1%[46.1 µM]	-1.6%
(29) CCOC(=O)N/N=C/c1cc(C)n(-c2ccccc2)c1C
  -28.5%	4.7%	-7.5%	?	-0.9%	1.7%	14.2%	-0.1%
(30) CC1CN(Cc2nc3c(c(=O)n(C)c(=O)n3C)n2Cc2ccccc2)CC(C)O1 (stereo unspecified)
  -2.7%	5.1%	-6.0%	-5.4%	-2.2%	8.7%	-3.3%[46.1 µM]	-6.2%
(31) COc1ccc(NC(=O)CSc2nnc(CNC(=O)c3ccco3)o2)cc1
  -1.7%	4.4%	0.3%	10.2%	-4.7%	-0.4%	1.1%	1.3%
(32) CN(C)c1ccc(/C=C2/NC(=O)NC2=O)cc1
  -6.3%	1.1%	-11.9%	-6.4%	-1.0%	-1.7%	-31.0%	-0.9%
(33) O=S(=O)(NCc1cn2ccccc2n1)c1cc(F)ccc1F
  4.0%	-0.3%	-0.3%	-3.8%	-0.8%	4.8%	-1.2%[46.1 µM]	-2.3%
(34) O=[N+]([O-])c1ccc(/C=N/N2CCN(c3ccncc3S(=O)(=O)N3CCCCC3)CC2)cc1
  1.0%	-4.2%	-16.4%	6.8%	-0.7%	-1.4%	-21.8%	2.7%
(35) C=CCN(CC=C)C(=S)NC(=O)/C=C/c1ccc(C)cc1
  -0.4%	-3.9%	11.9%	-11.8%	-1.0%	-3.9%	-10.7%	0.8%
(36) COc1ccc(CCC(=O)Nc2cc([N+](=O)[O-])ccc2OC)cc1
  1.8%	-1.0%	?	?	12.5%	-4.6%	-9.7%	-4.0%
(37) O=[N+]([O-])c1ccc(O)c(/C=N/Nc2nc3ccccc3[nH]2)c1
  -3.3%	-24.2%	?	?	-1.1%	1.1%	-15.8%	-3.3%
(38) O=c1[nH]nc2n1CCCCC2
  5.6%	-13.1%	6.9%	3.5%	-7.8%	5.3%	4.7%[46.1 µM]	4.6%
(39) O=[N+]([O-])c1cc(C(F)(F)F)cc([N+](=O)[O-])c1NCCCN1CCOCC1
  -12.2%	1.7%	-5.7%	5.6%	0.0%	-14.4%	11.3%	10.6%
(40) COc1ccc(CCNC(=O)COC(=O)CCC(=O)c2ccc(F)cc2)cc1OC
  7.6%	-2.1%	-3.2%	-5.5%	-0.2%	0.8%	8.2%	2.5%
(41) c1ccc(SCCN2CCc3ccccc3C2)cc1
  -0.5%	-2.3%	-14.0%	?	-1.0%	1.7%	2.3%	-4.2%
(42) Cc1cc2ncn(C3CC(=O)N(Cc4ccc(N5CCCC5=O)cc4)C3=O)c2cc1C (stereo unspecified)
  -1.3%	-0.1%	-2.5%	?	-0.8%	-6.4%	0.2%[46.1 µM]	-8.2%
(43) CCN(CC)c1nc2c(s1)C(=O)CC(C)(C)C2
  -7.5%	0.8%	-13.9%	12.6µM*	-4.5%	-10.2%	-9.9%[46.1 µM]	-2.6%
(44) COc1cccc(/C=C2\C(=O)N(c3cccc(C)c3)C(=O)c3ccccc32)c1
  0.6%	1.3%	-4.9%	?	0.0%	3.5%	-15.1%	7.9%
(45) CSc1nnc(CNS(=O)(=O)c2ccc(Cl)cc2)n1C
  -0.1%	-2.9%	4.1%	-3.2%	8.4%	3.2%	13.2%	5.6%
(46) COc1ccccc1-c1cc(N)n(S(=O)(=O)c2cccc3nsnc23)n1
  5.2%	0.1%	-19.2%	.	-1.2%	-0.3%	-10.3%	.
(47) O=C(CSc1nnc2ccccn12)c1ccc2c(c1)OCCO2
  -3.8%	5.0%	-3.8%	-21.5%	0.0%	-6.7%	-2.6%[46.1 µM]	-1.0%
(48) O=C1NCCCC1C(=O)N1CCN(C(=O)C2CCCNC2=O)CC1 (stereo unspecified)
  6.9%	7.3%	4.3%	10.2%	-4.6%	-3.2%	7.0%[46.1 µM]	-12.9%

Screening results: PubChem, National Center for Advancing Translational Sciences (NCATS)

The list is partial, so the mix of outcomes need not match the whole.
